FLuc inh: Photinus pyralis luciferase inhibition; P08659; purified P. pyralis luciferase, luminescence, biochemical; Potency, µM (doses to about 115 µM), for inactives: at the highest dose activity change, negative = inhibition, actives largely listed as inhibitors; 76,000 compounds, 2.5% hits; note: potency is the fitted concentration of half-maximal effect; nearly all actives have a fitted effect of over 65% in size
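FLuc 10nM, D-luciferin 10uM, ATP 10uM, Mg acetate 10mM, Tris acetate pH 7.5, Tween/BSA; cpd qHTS; enzyme added last; CCD luminescence.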
HEK293 tox: kills HEK 293 cells; HEK 293 viability, ATP luminescence (CellTiter-Glo), 48-72 h; Potency, µM (series often up to 115 µM), inactives show top-dose activity change, negative = cytotoxicity, hits mostly inhibitors; 94,000 compounds, 6.6% hits; AID 1345083; note: potency is the fitted concentration of half-maximal effect; nearly all actives have a fitted effect of over 60% in size
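HEK 293 cells seeded at 250 cells/well were exposed to compound for 48 or 72 hr at 37 degree Celsius. Viability taken as ATP content by CellTiter-Glo luminescence.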
SNCA viab count: counter-screen for SNCA expression inhibitors: cell viability; HEK-293-SNCA-luc viability, GF-AFC fluorescence, 24 h; Potency, µM (top dose mostly 57.1 µM), without a hit: top-dose activity change, negative = cytotoxicity, usual class: cytotoxic; 150,000 compounds, 0.12% hits;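 note: potency is the fitted concentration of half-maximal effect; 0% = DMSO-treated cells and -100% = medium-only wells without cells; nearly all actives have a fitted effect of over 30% in size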
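HEK-293-SNCA-luc cells (1500/well) plated 24 h, then exposed 24 h to a dilution series; GF-AFC added 30 min at 37C, fluorescence 405/540 nm; normalised to medium-only and DMSO wells, Hill fit.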
3T3 cytotox: kills NIH 3T3 cells. NIH 3T3 viability, CellTiter-Glo ATP luminescence, 48-72 h. Potency, µM (titrated, usually from 96.7 µM), for inactives: top-dose activity change, negative = cytotoxicity, hits mostly inhibitors. 94,000 compounds, 4.3% hits. AID 1345082; note: potency is the fitted concentration of half-maximal effect; nearly all actives have a fitted effect of over 55% in size
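Cytotoxicity was measured by CellTiter-Glo ATP luminescence after 48 or 72 h compound exposure at 37 °C. Mouse NIH 3T3 fibroblasts were seeded at 400 cells/well and dosed by 23 nL pin transfer.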
SNCA expr inh: inhibitors of alpha-synuclein (SNCA) gene expression; 140,000 compounds, 0.17% hits; AID 1671194; Potency, µM (series often up to 57.2 µM), for the others: top-dose activity change, negative = inhibition, most hits filed as inhibitors; HEK-293 SNCA-luciferase knock-in, luminescence, 24 h;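 note: potency is the fitted concentration of half-maximal effect; plate controls were DMSO cells for no effect and cell-free wells for full effect; nearly all actives have a fitted effect of over 45% in size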
IP6K1 inhibitor: blocks human inositol hexakisphosphate kinase 1 | Q92551 | IP6K1 kinase, ADP-Glo luminescence, 2 h; hits give low values | activity change, % (series mostly up to about 58 µM) | 140,000 compounds, 0.81% hits; in the data active = activity change below about -25%
Target sequence (Q92551 whole entry, looked up): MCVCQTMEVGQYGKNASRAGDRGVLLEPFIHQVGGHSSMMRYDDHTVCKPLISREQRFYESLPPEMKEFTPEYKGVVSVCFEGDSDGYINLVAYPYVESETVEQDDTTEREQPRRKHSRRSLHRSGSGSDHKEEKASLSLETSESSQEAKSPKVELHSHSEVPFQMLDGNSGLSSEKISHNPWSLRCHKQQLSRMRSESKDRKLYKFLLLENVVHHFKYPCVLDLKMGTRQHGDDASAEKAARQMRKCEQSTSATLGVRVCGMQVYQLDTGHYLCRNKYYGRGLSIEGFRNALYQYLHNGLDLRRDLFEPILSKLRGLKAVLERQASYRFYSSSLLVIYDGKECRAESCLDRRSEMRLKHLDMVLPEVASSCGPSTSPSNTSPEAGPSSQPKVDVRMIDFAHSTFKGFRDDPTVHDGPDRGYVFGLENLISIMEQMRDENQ
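ADP-Glo luminescence measures ADP made by human IP6K1 during a 2 h RT reaction with ATP/IP6 (mix at 1.3 mM/130 uM); top library doses 57.5 and 19.1 uM final.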
GPT2 inhibitor: GPT2 alanine aminotransferase inhibition. Q8TD30. Recombinant GPT2, coupled pyruvate oxidase/HRP Amplex Red fluorescence. Potency, µM (series often up to 57.7 µM), without a hit: at the top dose activity change, negative = inhibition, most hits filed as inhibitors. 100,000 compounds, 0.25% hits; note: potency is the fitted concentration of half-maximal effect; nearly all actives have a fitted effect of over 60% in size; many of its hits are not listed in these tables
Target sequence (Q8TD30 whole entry, looked up): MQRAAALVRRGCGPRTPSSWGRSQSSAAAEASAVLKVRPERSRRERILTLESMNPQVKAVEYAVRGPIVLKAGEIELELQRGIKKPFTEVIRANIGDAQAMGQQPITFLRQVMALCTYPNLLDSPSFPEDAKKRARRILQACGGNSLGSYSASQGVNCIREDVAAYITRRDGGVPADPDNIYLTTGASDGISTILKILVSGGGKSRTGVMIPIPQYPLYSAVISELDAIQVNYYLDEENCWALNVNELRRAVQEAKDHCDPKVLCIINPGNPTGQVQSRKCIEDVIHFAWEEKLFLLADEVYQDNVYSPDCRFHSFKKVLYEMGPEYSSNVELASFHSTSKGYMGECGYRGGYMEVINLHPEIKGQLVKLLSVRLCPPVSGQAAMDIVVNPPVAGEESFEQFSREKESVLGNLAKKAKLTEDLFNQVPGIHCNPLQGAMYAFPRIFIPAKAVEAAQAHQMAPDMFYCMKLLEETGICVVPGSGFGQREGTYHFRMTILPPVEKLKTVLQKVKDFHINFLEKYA
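Fluorescence of coupled pyruvate oxidase/HRP/Amplex Red system (50uM Amplex, 30 min, dark) reports pyruvate formed by GPT2. Enzyme reaction: 10ng/uL GPT2, 2mM L-alanine, 250uM a-KG, 30 min room temperature, pH 7.5; 50uM AOA control.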
An asterisk follows results filed as active; i = inactive; u = inconclusive; x = no result given; & = joins results of further samples; [ ] = dose if it differs, or a comment. Unless noted, calls come from the whole dose curve; as a rule, active = well fitted curve in the direction sought with a large enough effect; inconclusive = small, poorly fitted or top-dose-only effect, or another doubt; inactive = no such curve, though single readings can be large; an effect the other way counts as inactive or inconclusive. Unless noted, % is set by controls: 0 for no effect and ±100 for the full control effect. Not a hit list, and some 7.8% of all compounds hit somewhere here.

SMILES	FLuc inh	HEK293 tox	SNCA viab count	3T3 cytotox	SNCA expr inh	IP6K1 inhibitor	GPT2 inhibitor
COc1ccc(NC(=O)Cn2c(=O)oc3cc(S(=O)(=O)N4CCCCCC4)ccc32)cc1OC	x	x	6%	x	3%	-5	x
CN1c2cc(C(=O)Nc3ccc4c(c3)OCCO4)ccc2C(=O)N2CCCCCC21 (centres undefined)	13µM*	u	-21%[12.5 µM]	u	70%[activator]	-1	-3%
COc1ccccc1OCCNC(=O)C1CCN(c2cn[nH]c(=O)c2)C1 (centres undefined)	1%	1%	-1%	-1%	-12%	11	i
CC(=O)N1CCc2cc(S(=O)(=O)CCC(=O)N3CCN(c4ccccc4F)CC3)ccc21	x	x	-3%	x	-6%	4	x
CCCN1CCc2[nH]cnc2C12CCN(C(=O)Cn1cc(C)c(=O)[nH]c1=O)CC2	-1%	-6%	5%	-1%	-16%	8	u
Cc1ccc(N(CC(=O)NCCc2ccccc2)S(=O)(=O)N(C)C)cc1	x	x	3%	x	-7%	-3	x
CCc1ccc(C(=O)N2CCC3(CC2)OCC(C(=O)NCCOC)N3C(=O)c2cccc(C)c2)cc1 (centres undefined)	-11%	0%	6%	-9%	9%	4	-11%
COc1ccc(-c2cc(C)no2)cc1S(=O)(=O)NCc1ccc(OC(C)C)cc1	x	x	-4%	x	-3%	10	x
COC(=O)[C@@H]1C[C@H](NS(=O)(=O)c2cc(OC)ccc2OC)CN1C	0%	-2%	0%	1%	10%	-3	2%
Cn1c(=O)c2c(nc(SCC(=O)Nc3ccc(OC(F)(F)F)cc3)n2Cc2cccc(C(F)(F)F)c2)n(C)c1=O	x	x	8%	x	-11%	7	x
Cc1ccc2c(C)c(C(=O)NCC(c3ccc(Cl)cc3)N3CCOCC3)oc2c1 (centres undefined)	x	x	-12%	x	u	-12	x
COc1ccc(C(=O)Nc2cc3c(cc2N2CCCC2)n(C)c(=O)c(=O)n3C)cc1OC	x	x	-15%	x	29%	-7	x
COc1ccc(CCC(=O)Nc2ccc(-c3nnc4n3CCCC4)cc2)cc1	0%	0%	-4%	-1%	-21%	-2	u
COCCNC(=O)C1c2ccccc2C(=O)N(Cc2ccco2)C12CCCCC2 (centres undefined)	9%	6%	-10%	i	-18%	-2	i
O=C(Cn1c(=O)oc2ccccc21)N1CCC(c2noc(-c3ccncc3)n2)C1 (centres undefined)	1%	5%	-3%	-1%	-29%	17	i
O=[N+]([O-])c1ccc(-[n+]2nc(-c3ccccc3)nn2-c2ccc(I)cc2)cc1	x	x	u	x	x	18	-3%
COCCN1C(=O)c2ccccc2C(C(=O)Nc2nnc(C(C)C)s2)C12CCCCC2 (centres undefined)	2%	12%	-18%	i	-23%	21	-13%
O=C(N[C@H]1CCCNC1=O)C1=C[C@@H](NC(=O)c2cccnc2)[C@@H](O)[C@H](O)C1	-4%[172 µM]	-2%[172 µM]	2%[87.6 µM]	-12%[174 µM]	44%[activator][87.6 µM]	10	i
Cc1cnc(C2CCOCC2)n1CC1CCN(C(=O)COc2ccccc2)CC1	x	i	15%	i	26%	-1	0%
O=C(CN1C(=O)CSc2ccc(S(=O)(=O)N3CCCC3)cc21)NCc1ccc(Cl)cc1	x	x	-20%	x	-16%	12	x
CC(C)NC(=O)c1nn(C)c2c1CS(=O)(=O)c1ccccc1-2	x	x	3%	x	1%	-5	x
Cc1cc(NC(=O)CN2C(=O)NC(c3ccc(Cl)cc3)C3=C2COC3=O)ccc1Br (centres undefined)	-24%	u	u	25µM*	u	-8	i
COc1ccc(CN2C(=O)[C@@H]3C[C@@H](O)CN3C3(CN(C)C3)C2=O)cc1	-2%[172 µM]	2%[172 µM]	0%[87.6 µM]	i	1%[87.6 µM]	-15	1%[88.5 µM]
O=C(CN1C(=O)c2cccnc2Sc2ccccc21)Nc1cc(F)ccc1F	x	x	6%	x	u	0	x
Cc1ccc(S(=O)(=O)N2CC[C@H](c3nc4ccccc4[nH]3)C2)cc1	-4%[172 µM]	u	2%[87.6 µM]	89µM*	u	8	-16%[88.5 µM]

New compounds follow:
SMILES	FLuc inh	HEK293 tox	SNCA viab count	3T3 cytotox	SNCA expr inh	IP6K1 inhibitor	GPT2 inhibitor
CCc1cccc(NC(=O)CN2C(=O)CCc3cc(S(=O)(=O)N4CCOCC4)ccc32)c1	x	x	-3%	x	-13%	-4	x
CC1=C(c2ccc(C(C)C)cc2)S(=O)(=O)N=C1N1CCN(c2ccc(F)cc2)CC1	x	x	1%	x	u	-6	x
Cc1cc(=O)n(CC(=O)Nc2ccc(C)c(C)c2)c(N2CCN(c3ccccc3)CC2)n1	4%	u	-7%	-29%	-12%	2	-2%
C=CCNC(=O)N[C@H]1CCN(C(=O)CSC)[C@@H]1C(=O)N[C@H](Cc1c[nH]c2ccccc12)C(N)=O	-2%	i	2%	i	3%	-10	i
NCCn1cc(C(=O)N2CCC[C@H]2c2nc(-c3ccccn3)no2)nn1	-1%	1%	-10%	-1%	6%	-4	-13%
COc1ccc2nc(NC(=O)c3nc(SCc4ccc(F)cc4)ncc3Cl)sc2c1	x	x	-2%	x	-1%	6	x
CCOc1cccc2sc(N(Cc3cccnc3)C(C)=O)nc12	x	x	26%	x	7%	4	x
CCNC(=O)c1cccnc1OC1CCN(C(=O)c2ccc(C)c(C)c2)C1 (centres undefined)	-4%	5%	4%	4%	u	3	0%
COCCOCC(=O)N1CCC(N2C(=O)C(OCC3CC3)C23CCOCC3)CC1 (centres undefined)	1%	2%	2%	-5%	40%[activator]	2	-20%
COCCNc1ncccc1-c1noc([C@@H]2CCCN2CC(C)(C)C)n1	0%[172 µM]	u	-11%[87.6 µM]	50µM*	-13%[87.6 µM]	23	-5%[88.5 µM]
O=C(OCc1ccccc1)c1ccc(-c2nnn(Cc3ccccc3F)n2)cc1	x	x	11%	x	16%	-10	x
CNC(=O)[C@@H]1CN(C(=O)c2ccc3ccccc3n2)C[C@H]1COC	-13%	u	u	u	9%	-2	i
COc1ccc(C(=O)N2CCCN(c3ccnc4ccnn34)CC2)cc1	x	u	-17%	-36%	6%	-19	-21%
COCCN1CCN(C(=O)[C@@H]2Cc3cn(C)c4cccc(c34)[C@H](CC(C)C)N2)CC1	-7%[172 µM]	u	-5%[87.6 µM]	-2%[174 µM]	35%[activator][87.6 µM]	4	i
COc1ccc(C(=O)N2CCCN(C)c3ccccc32)c(C)c1	-6%	45µM*	1%	u	3%	-1	i
Cc1ccc(CNC(=O)CSc2nc3c(sc4ccccc43)c(=O)n2CCCC(=O)NCCO)cc1	x	x	2%	x	20%	0	x
O=C(Cc1cccs1)Nc1ccc(-c2nnc3n2CCCC3)cc1	-10%	15%	4%	-5%	-2%	31	i
CCC(C)NC(=O)C(NC(=O)c1ccc(OC)cc1)C1CCN(C(=O)CC(C)C)CC1 (centres undefined)	-12%	-21%	8%	-9%	-13%	24	i
O=C(NCc1ccc2c(c1)OCO2)[C@@H]1C[C@H](c2ccc(F)cc2)N([S+](=O)([O-])C2CC2)C1	-3%	-13%	-8%	u	-5%	8	i
Cc1ccc(C(=O)NCc2nnc3c(-c4nc(C5CC5)no4)cccn23)cc1F	0%	-6%	-9%	-14%	-26%	7	i
Cc1cc(Cl)ccc1S(=O)(=O)N1CCN(C2CCN(CCC(C)C)C2=O)CC1 (centres undefined)	2%	u	-8%	u	-25%	3	-1%
C#CCSc1nc(-c2ccccc2)cc(-c2ccccc2)c1C#N	x	x	4%	x	12%	-9	x
COCCNC(=O)[C@@H]1C[C@@H](O)CN1C1CCN(C(=O)C2CCCCC2)CC1	0%	i	13%	3%	31%[activator]	14	i
Cc1cc(F)ccc1NC(=O)C1CCCN(c2nnc(-n3c(C)ccc3C)s2)C1 (centres undefined)	x	x	0%	x	-12%	-3	x
COc1ccc2[nH]cc(CCNC(=O)C3Cn4cccc4C(=O)N3CC(C)C)c2c1 (centres undefined)	7%	i	-4%	-3%	8%	2	i

Some of these compounds in order of length of the SMILES, smallest number first:
SMILES	FLuc inh	HEK293 tox	SNCA viab count	3T3 cytotox	SNCA expr inh	IP6K1 inhibitor	GPT2 inhibitor
CNC(=O)[C@@H]1CN(C(=O)c2ccc3ccccc3n2)C[C@H]1COC	-13%	u	u	u	9%	-2	i
Cc1cc(Cl)ccc1S(=O)(=O)N1CCN(C2CCN(CCC(C)C)C2=O)CC1 (centres undefined)	2%	u	-8%	u	-25%	3	-1%
COc1ccc2[nH]cc(CCNC(=O)C3Cn4cccc4C(=O)N3CC(C)C)c2c1 (centres undefined)	7%	i	-4%	-3%	8%	2	i

Additional results follow:
SMILES	FLuc inh	HEK293 tox	SNCA viab count	3T3 cytotox	SNCA expr inh	IP6K1 inhibitor	GPT2 inhibitor
COc1ccc(N2CC(C(=O)N3CCC(C(=O)NCc4ccc5c(c4)OCO5)C3)NC2=O)cc1 (centres undefined)	-8%&3%	-4%	-5%&-3%	-14%&-6%	37%&22%[activator]	7&8	i
COCC(=O)N1CCCC(C(=O)N2CCC(N3Cc4cccn4C3=O)CC2)C1 (centres undefined)	x	0%	-2%	i	-4%	-12	i
COc1cccc(C(=O)Nc2ccc(NC(=O)c3ccc(C(C)(C)C)cc3)cc2)c1	x	x	5%	x	-1%	33	x
Cc1ncc2c(c1CNC(=O)c1cccc(OC(F)F)c1)CCNC2	-1%	-6%	-16%	-16%	11%	1	i
O=C(NCc1nc(-c2cccc(F)c2)c(-c2ccccn2)[nH]1)[C@@H]1CCCN1	-11%	u	-15%	-4%	8%	6	-3%
COCCN1C(=O)C(CC(=O)NCCc2ccccc2)=C2CCCCC21 (centres undefined)	-6%	-1%	-2%	-11%	6%	1	-18%
Cc1c(CN2CCN(c3ncc(F)cn3)CC2)[nH]c2ccc(F)cc12	1%	u	u	u	u	19	-11%
O=C(c1cn2ccsc2n1)N1CCn2nc(C(O)c3ccccc3)cc2C1 (centres undefined)	-7%	-3%	4%	-20%	-12%	6	2%
CC(C)=CC/C=C(/C)[C@H]1CC[C@]2(C)[C@@H]1[C@H](O)CC1[C@@]3(C)CC[C@H](O)C(C)(C)[C@@H]3[C@@H](O[C@@H]3O[C@H](CO)[C@@H](O)[C@H](O)[C@H]3O[C@@H]3O[C@@H](C)[C@H](O)[C@@H](O)[C@H]3O)C[C@]12C (some centres undefined)	x	x	-18%[23.9 µM]	x	x	-3	-4%[17.1 µM]
COc1cccc(CN2C[C@@H](F)[C@@H](OCc3nc4ccccc4[nH]3)C2)n1	6%[172 µM]	-8%[172 µM]	-3%[87.6 µM]	-23%[174 µM]	6%[87.6 µM]	-3	5%[88.5 µM]

Entries of single compounds from above.
COCCNC(=O)[C@@H]1C[C@@H](O)CN1C1CCN(C(=O)C2CCCCC2)CC1 as listed: FLuc inh = 0%; HEK293 tox = i; SNCA viab count = 13%; 3T3 cytotox = 3%; SNCA expr inh = 31%[activator]; IP6K1 inhibitor = 14; GPT2 inhibitor = i
Cc1c(CN2CCN(c3ncc(F)cn3)CC2)[nH]c2ccc(F)cc12 as listed: FLuc inh = 1%; HEK293 tox = u; SNCA viab count = u; 3T3 cytotox = u; SNCA expr inh = u; IP6K1 inhibitor = 19; GPT2 inhibitor = -11%

From PubChem BioAssay
